Mtb FBA inh: Mtb FBA enzyme inhibitors, primary screen, biochemical, fluorescence, strain H37Rv; Fructose-bisphosphate aldolase (Mycobacterium tuberculosis (strain ATCC 25618 / H37Rv)), …; 360,000 compounds, 2.3% hits; AID 588726, 2011; purified M. tuberculosis FBA, fluorescence read-out; inhibition, % at 1 µM; in the data active means inhibition above about 27%;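 further: 0% = vehicle and 100% = reference inhibitor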
SARS 3CLpro inh: SARS-CoV 3CLpro protease inhibitors, primary screen, biochemical, quenched FRET | Replicase polyprotein 1ab (Severe acute respiratory syndrome coronavirus), P0C6X7 | recombinant SARS-CoV 3CLpro, quenched FRET peptide cleavage | inhibition, % at 6 µM | 290,000 compounds, 0.14% hits | AID 1706, 2009; in the data active means inhibition above about 12%
BioA inh: M. tuberculosis BioA enzyme inhibitors, primary screen, biochemical, plate reader, single point, HTS. purified M. tuberculosis BioA enzyme. 360,000 compounds, 0.096% hits. inhibition, % at 9.99 µM; in the data active means inhibition above about 40%
VHR inh abs: VHR1 phosphatase inhibitors, primary screen, biochemical, absorbance, uHTS; Dual specificity protein phosphatase 3 (Homo sapiens), P51452; recombinant VHR phosphatase, pNPP absorbance; inhibition, % at 13.3 µM; 290,000 compounds, 0.52% hits; in the data active means inhibition above about 50%; further: some compounds called inactive have numbers as strong as hits
Target sequence (P51452 whole entry, looked up): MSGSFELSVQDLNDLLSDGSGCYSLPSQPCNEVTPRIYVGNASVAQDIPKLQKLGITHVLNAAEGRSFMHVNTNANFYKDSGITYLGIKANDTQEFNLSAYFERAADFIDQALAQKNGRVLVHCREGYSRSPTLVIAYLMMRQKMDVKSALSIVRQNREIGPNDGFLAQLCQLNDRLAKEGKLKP
PriA SSB inh: inhibitors of Klebsiella pneumoniae PriA binding to SSB C-terminal tail, primary screen, biochemical, AlphaScreen. AlphaScreen SSBct-PriA binding, biotinylated peptide. inhibition, % at 33 µM. 430,000 compounds, 0.6% hits. AID 1272365, 2023; in the data active means inhibition mostly above about 37%, no sharp cut-off; inactive means mostly below about 20%;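 further: plate controls were negative control peptide for no effect and reference peptide for full effect; strong numbers were not always called active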
GDH-TPI inh: GDH-TPI coupling enzyme inhibitors, primary screen, artefact control for M. tuberculosis FBA inhibitor project, biochemical, absorbance, full deck | 360,000 compounds, 1.2% hits | GDH-TPI coupled enzyme counterscreen, NADH absorbance | inhibition, % at 4.8 µM; in the data active means inhibition above about 30%;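 further: 0% = DMSO wells and 100% = wells lacking the enzyme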
UGM FP inh: M. tuberculosis UGM enzyme inhibitors, primary screen, biochemical, fluorescence polarization, single point. UDP-galactopyranose mutase (Mycobacterium tuberculosis (strain ATCC 25618 / H37Rv)), …. purified UGM, fluorescence polarization probe displacement. inhibition, % at 10 µM. 320,000 compounds, 0.06% hits; in the data active means inhibition above about 10%, passing the limit was not always enough
Rv3671c protease: Rv3671c serine protease inhibitors, primary screen, biochemical, fluorescence polarization, M. tuberculosis H37Rv. inhibition, % at 5.96 µM. P9WHR9. 320,000 compounds, 0.048% hits. AID 2606, 2010; in the data active means inhibition above about 38%;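 further: extracellular domain of Rv3671c used as enzyme; 0% = enzyme with DMSO and 100% = no enzyme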
Target sequence (P9WHR9 whole entry, looked up, the tested form may be a part): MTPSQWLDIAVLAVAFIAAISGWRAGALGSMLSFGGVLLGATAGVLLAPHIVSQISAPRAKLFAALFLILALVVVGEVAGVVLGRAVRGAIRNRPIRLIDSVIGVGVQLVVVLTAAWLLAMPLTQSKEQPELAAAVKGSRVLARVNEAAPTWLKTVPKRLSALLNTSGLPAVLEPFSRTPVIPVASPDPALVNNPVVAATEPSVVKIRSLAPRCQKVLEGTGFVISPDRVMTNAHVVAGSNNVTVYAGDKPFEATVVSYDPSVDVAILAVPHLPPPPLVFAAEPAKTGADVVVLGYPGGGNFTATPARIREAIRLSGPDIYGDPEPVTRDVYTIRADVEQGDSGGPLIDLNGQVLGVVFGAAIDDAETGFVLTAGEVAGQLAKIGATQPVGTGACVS
BH1578 lux ind: inducers of Vibrio cholerae quorum light production without autoinducers, primary screen, BH1578 luxS cqsA deficient, single point | V. cholerae BH1578 lux reporter, luminescence, 6 h | activation, % at 18.7 µM | 350,000 compounds, 0.16% hits; in the data active means activation mostly above about 9.7%, no sharp cut-off; further: not every result past the cut was called active; inactives centre near 0; reference of the scale not given here
MazEF act: activators of E. coli MazEF toxin-antitoxin RNase, primary screen, biochemical, fluorescence, uHTS | 350,000 compounds, 0.32% hits | activation, % at 20 µM | Endoribonuclease toxin MazF (Escherichia coli (strain K12)), P0AE70 | FAM/BHQ RNA-DNA oligo cleavage fluorescence, 5 h | AID 504720, 2011; in the data active means activation above about 50%
Target sequence (P0AE70 whole entry, looked up): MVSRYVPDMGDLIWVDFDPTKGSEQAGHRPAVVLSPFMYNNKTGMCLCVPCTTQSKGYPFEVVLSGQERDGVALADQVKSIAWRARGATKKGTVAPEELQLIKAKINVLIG
* marks the source's active call; other numbers are inactive results; i = inactive; . = no result given; + = active, no number. The list is partial, so the mix of outcomes need not match the whole.

Each structure is followed by: Mtb FBA inh, SARS 3CLpro inh, BioA inh, VHR inh abs, PriA SSB inh, GDH-TPI inh, UGM FP inh, Rv3671c protease, BH1578 lux ind, MazEF act
CN1CCC(N(C)S(=O)(=O)c2ccc(NC(=O)COc3cccc(C(F)(F)F)c3)cc2)CC1
 : 0, ., 0.9, ., -1, -10, 0.6, -3, i, 6
O=C(CSc1nnc(NC(=O)C2CC2)s1)NCc1ccccc1Cl
 : -2, 3, -0.9, -6, -4, -3, -1.4, 1, i, 3
CCCNC(=O)C1(C)CCN(C(=O)c2cccc(C(F)(F)F)c2)C1 (centres undefined)
 : -3, ., -0.3, ., ., -3, ., ., 0.5, .
Cc1cccc(/C=C2\CS/C(=C\c3cccc(C)c3)C2=O)c1
 : 0, 0, -0.4, -8, 7, 6, 2.3, -5, -0.5, -7
Cc1nc(SCC(=O)c2ccccc2)n[nH]1
 : -1, -3, ., 10, -12, 9, -1.4, 1, -0.4, 2
O=c1[nH]c(C2CCCN(S(=O)(=O)c3ccccc3)C2)nc2c1nnn2Cc1ccccc1Br (centres undefined)
 : 2, 5, 4.9, -9, -21, 7, 1.6, -4, i, -25
CC(=O)N(C1=C(Cl)C(=O)c2ccccc2C1=O)c1ccc(C(=O)O)cc1
 : 2, -2, -0.2, 15, 9, -1, 2.3, -86, -10, -4
Cn1c(=O)c2c(nc(N3CCN(c4ccccn4)CC3)n2Cc2ccc(Cl)cc2Cl)n(C)c1=O
 : -1, 0, -0.2, 35, 3, -1, -3.0, -1, i, 8
Cc1n[nH]c(C)c1CCc1nc2c3ccccc3nc(SCC(N)=O)n2n1
 : 6, 1, 4.3, 3, -13, 2, ., ., 4.7, 5
Cc1cccc(NCc2ccc(O)c3ncccc23)c1C
 : -2, -5, ., 22, 60*, 0, -0.8, 12, -0.3, -13
O=C(N/N=C\c1cn(-c2ccccc2)nc1-c1ccccc1)c1ccc2c(c1)OCO2
 : -1, -6, -2.2, 22, ., 21, 2.4, -71, 0.5, -7
COC(=O)c1ccc(CSc2ccc(S(=O)(=O)N3CCCCC3)cn2)cc1
 : 4, ., -1.1, ., 9, -7, -3.8, -7, 0.8, -17
CCc1cccc(NC(=O)CN(C)S(=O)(=O)c2cccc3cccnc23)c1
 : -3, -3, -0.8, -9, -15, -5, 3.6, -7, -0.1, 5
CC(=O)OC(C(=O)NC1CCCCC1)c1ccc(C#N)cc1 (centres undefined)
 : 2, 0, -0.1, 17, 8, 7, 4.5, -3, -0.3, 4
C=CCC[C@@H](Cc1ccc(F)cc1)C(=O)OC[C@@H](Cc1c[nH]c2ccccc12)NC(=O)[C@H](CC=C)CC(=O)NCCO
 : -1, ., -2.3, ., 20, 0, 2.2, -4, i, 3
CCOC(=O)c1[nH]c(=S)n(Cc2ccccc2)c1C(=O)OCC
 : 4, ., ., ., -2, 5, ., ., ., -4
CCN1CCN(c2cc(N3CCCC3)c(F)cc2[N+](=O)[O-])CC1
 : -12, -1, 4.6, 8, 14, 25, 0.1, -2, -0.2, 1
COCCn1c(SC)nnc1-c1c[nH]c2ccccc12
 : 1, -1, -1.5, 12, -16, -4, -0.9, 5, -1.0, 12
CCOC(=O)c1cc2c(ccn2C)n1CC(=O)N(Cc1ccccc1)c1ccc(F)cc1
 : -1, 6, -0.8, 4, 7, 1, 1.3, 3, -0.2, -2
CCCn1nnnc1SCC(=O)N1CCCC1
 : 2, 7, -0.7, 14, -5, 4, 2.9, 3, i, 3

Compounds listed so far with an aryl thioether with sulfur outside any ring:
Each structure is followed by: Mtb FBA inh, SARS 3CLpro inh, BioA inh, VHR inh abs, PriA SSB inh, GDH-TPI inh, UGM FP inh, Rv3671c protease, BH1578 lux ind, MazEF act
O=C(CSc1nnc(NC(=O)C2CC2)s1)NCc1ccccc1Cl
 : -2, 3, -0.9, -6, -4, -3, -1.4, 1, i, 3
Cc1nc(SCC(=O)c2ccccc2)n[nH]1
 : -1, -3, ., 10, -12, 9, -1.4, 1, -0.4, 2
Cc1n[nH]c(C)c1CCc1nc2c3ccccc3nc(SCC(N)=O)n2n1
 : 6, 1, 4.3, 3, -13, 2, ., ., 4.7, 5
COC(=O)c1ccc(CSc2ccc(S(=O)(=O)N3CCCCC3)cn2)cc1
 : 4, ., -1.1, ., 9, -7, -3.8, -7, 0.8, -17
COCCn1c(SC)nnc1-c1c[nH]c2ccccc12
 : 1, -1, -1.5, 12, -16, -4, -0.9, 5, -1.0, 12
CCCn1nnnc1SCC(=O)N1CCCC1
 : 2, 7, -0.7, 14, -5, 4, 2.9, 3, i, 3

New compounds follow
Each structure is followed by: Mtb FBA inh, SARS 3CLpro inh, BioA inh, VHR inh abs, PriA SSB inh, GDH-TPI inh, UGM FP inh, Rv3671c protease, BH1578 lux ind, MazEF act
C=CC[C@@H](CC(=O)NCCO)C(=O)N[C@@H](COC(=O)[C@@H](CC=C)Cc1ccc(F)cc1)Cc1c[nH]c2ccccc12
 : 3, ., -1.4, ., 9, 2, 0.2, 7, i, -12
O=C(Nc1cccc(C(=O)O)c1)/C(=C\C=C\c1ccccc1)NC(=O)c1ccccc1
 : -7, 3, ., 24, 2, 33*, 1.4, 0, -0.6, 6
COc1ccc(/C=N/NC(=O)CNC(=O)/C=C/c2ccccc2OC)cc1
 : 7, 5, -1.4, 6, ., -2, -0.6, -4, i, -1
O=C(Cn1cnc([N+](=O)[O-])c1)NC1CCCC1
 : -4, 2, -1.1, -11, -3, 5, 0.7, 0, i, 7
Cc1ccc(/C=C2\SC(=S)N(CCCC(=O)Nc3ccc(O)cc3)C2=O)cc1
 : 11, -3, -4.7, -10, 0, 14, 0.3, -7, i, 1
Cn1c(=O)c2nc(-c3ccc(Cl)cc3Cl)oc2c2ccccc21
 : 3, 4, -0.2, 9, -7, -1, 0.4, -4, ., -122
Cc1ccc(S(=O)(=O)N2CCN=C2c2ccccc2)cc1C
 : 5, -1, 0.1, 0, -10, 3, -0.4, -2, -0.3, 7
CC(=O)Nc1ccc(NC(=O)C2Cc3c(-c4ccc5c(c4)OCO5)ccnc3O2)cc1 (centres undefined)
 : 33*, ., 0.6, ., ., 6, ., ., i, .
COc1ccccc1-n1c(SCC(=O)O)nc2c(sc(=S)n2-c2ccccc2C)c1=O
 : -5, -2, ., -3, -12, 26, 0.8, -1, i, -2
CCOc1cc2[nH]c(=O)n(CCCC(=O)NCc3ccco3)c(=O)c2cc1OCC
 : 10, 8, -1.7, 48, 22, -3, -1.4, 3, -6.5, 4
CC1(C)Cc2c(sc(NC(=O)c3ccccc3)c2C(=O)O)CO1
 : 0, 7, ., 14, -9, 2, 2.8, -1, -0.8, -3
CC1=CC(C)(C)N(C(=O)CSc2ncn[nH]2)c2ccc(C)cc21
 : -2, -2, -0.4, 6, -10, -1, -0.9, -5, i, 2
CNC(=S)N/N=C/c1c(C)nn(-c2ccccc2)c1Cl
 : 0, 4, ., 13, ., 2, -0.3, 0, -0.3, -2
CCOc1cc(NC(=O)c2ccccn2)c(OCC)cc1NC(=O)c1cccc(C)c1
 : 2, -1, -0.3, 21, 3, 6, 1.1, -3, i, 1
Cc1ccccc1C1C(C#N)=C2N=C(N)c3ccccc3N2C2=C1C(=O)CCC2 (centres undefined)
 : -2, -2, 0.3, 25, 9, 8, 0.4, 6, -2.4, -5
CC(C)N1CCN(c2ccc(OC[C@H]3CO[C@](Cn4cncn4)(c4ccc(Cl)cc4Cl)O3)cc2)CC1
 : 1, ., -1.7, ., 10, -3, -0.6, -2, 0.6, 5
S=c1[nH]nc(-c2ccc(Cl)cc2)n1CC1CCCO1 (centres undefined)
 : 6, 0, 1.0, -23, -4, 3, -7.4, -5, -0.3, -5
O=C(O)c1cccc(NC(=O)C23CC4CC(C2)CC(n2cnc(Cl)n2)(C4)C3)c1
 : 6, -1, 15, 15, -21, -8, -3.2, -5, -2.6, 3
CCN1CCN(c2nc3c(C)cccn3c(=O)c2/C=C(\C#N)S(=O)(=O)c2ccccc2)CC1
 : -7, 0, ., 13, -15, -8, 0.1, 6, 4.5, 11
c1ccc2[nH]c(CSc3nnc(-c4ccncc4)o3)nc2c1
 : 3, 4, 6.3, 4, -4, -13, -1.8, 6, -18, 4
NC(=O)CC(NC(=O)Cc1cccc2ccccc12)c1ccc(NCc2cc(F)ccc2F)c([N+](=O)[O-])c1 (centres undefined)
 : -3, ., -0.5, 15, -26, 4, 1.4, -4, i, 16
O=C(Nc1ccc(F)c(Cl)c1)Nc1nnc([C@H]2C[C@H](O)[C@@H](CO)O2)s1
 : -2, ., 1.6, ., ., -3, ., ., -1.2, .
COc1ccc(NC(=O)C(c2ccccc2)N(C)C(=O)c2cnccn2)cc1 (centres undefined)
 : 2, 2, -0.9, 0, -5, 5, -1.4, 3, i, 0
CC(C)CNS(=O)(=O)c1ccc(NC(=O)Cn2nc(-c3ccc(F)cc3)ccc2=O)cc1
 : 4, 7, -1.0, -3, -17, 10, 1.3, -23, -0.7, -7
COc1ccc(CCC(=O)OCC(=O)Nc2c(C)nn(-c3ccccc3)c2C)cc1
 : 1, ., ., ., -16, 4, -1.3, 1, -5.3, 5
Cn1c(=O)c2c(nc(-c3ccc(N(CCCl)CCCl)cc3)n2C)n(C)c1=O
 : +, ., 14, ., 2, 39*, ., ., i, 3
C/C(CC(=O)Nc1ccc2c(c1)OCCO2)=N\NC(=O)c1ccc([N+](=O)[O-])cc1Cl
 : -1, 1, ., 2, ., 3, -2.9, -9, -0.4, 9
O=C(Cn1c2ccccc2c2nc3n(c(=O)c21)CCCS3)Nc1ccccc1
 : 1, -4, -1.2, -9, 4, 12, -1.2, 1, -0.9, 8
Cc1ccc(-c2ccc(=O)n(CC(=O)NCCN(CC(C)C)CC(C)C)n2)cc1
 : -3, -1, -0.9, -6, -5, -4, 0.9, -4, 0.8, 6
CN(C)c1ccc(/C=N/NC(N)=S)cc1[N+](=O)[O-]
 : -3, 4, ., 18, ., 43*, 2.7, 6, i, 3
Cc1cccc(C(=O)NNC(=O)c2cccc([N+](=O)[O-])c2)c1
 : 5, 1, ., 15, -16, 11, -0.4, 6, i, 13
O=S(=O)(c1ccc(Cl)cc1)N1CCCC1c1cccnc1 (centres undefined)
 : -2, 1, -2.1, -18, -1, 0, -1.5, -4, -0.6, -3
N#Cc1cnn2c(C(F)(F)F)c3c(nc12)CCCC3
 : 4, 7, ., 15, -14, 4, -0.6, 8, -0.4, 4
